From PubChem
LYP inhibition = PTPN22 lymphoid phosphatase activity blockers – biochemical, fluorescence intensity, uHTS (AID 1779); recombinant LYP phosphatase, fluorescence intensity; higher % means a stronger effect; inhibition, % at 11.5 µM; hits with a dose series show IC50 in µM; 290,000 tested, 0.054% active; in the data active = inhibition above about 50%;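 note: plate controls were vehicle with enzyme for no effect and no enzyme for full effect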
MgcRacGAP inhibition = MgcRacGAP GTPase-activating activity inhibitors, confirmation, biochemical, ADP Hunter fluorescence | MgcRacGAP-stimulated Rac1 GTP hydrolysis, ADP Hunter fluorescence; higher % means a stronger effect; GST-tagged Rac1 F28L mutant substrate | one-dose inhibition, % at 30 µM; IC50 in µM for titrated hits | 340,000 tested, 0.6% active | AID 624330;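 active = first-screen hits whose inhibition reached a set limit at any dose in the follow-up dose series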;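 note: fluorescence reports GDP produced by GAP-driven GTP hydrolysis; strong numbers were not always called active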
GPR55 LPI antagonism = GPR55 antagonists blocking LPI-driven arrestin recruitment, primary screen, imaging, U2OS, beta-arrestin-GFP, LPI agonist (AID 2013) | 290,000 tested, 0.13% active | U2OS GPR55 beta-arrestin-GFP translocation imaging, LPI antagonism; higher % means a stronger effect | one-dose inhibition, % at 10 µM; IC50 in µM for titrated hits;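 active = spots per cell inhibited over 60%, with over 100 cells counted and total cytoplasm intensity under 500,000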;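 note: U2OS cells stably carrying GPR55 and arrestin-GFP stimulated by 5 µM LPI near EC80; imaged beta-arrestin-GFP aggregate spots per cell after agonist stimulation; plate controls were LPI-stimulated DMSO wells for no effect and DMSO wells without LPI for full effect; some results filed as inactive read as strong as hits; confirmed hits need IC50 under 10 µM and bright autofluorescent wells are also inconclusive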
Large T inhibition = SV40 large T antigen inhibitors, biochemical (AID 1903). SV40 large T antigen ATPase/helicase inhibition assay; higher % means a stronger effect. inhibition, % at 20 µM, or IC50 in µM where a hit was titrated. 310,000 tested, 0.39% active; in the data active = a potency from the dose series; note: strong numbers were not always called active
T cell modulator = T cell immune modulators affecting CD8 T cell-vesicle binding; 2C CD8+ T cell-vesicle binding, flow cytometry; stronger effect = lower value; calls only at 7 µM; 330,000 tested, 0.068% active;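 active = response, share of CD8 T cells binding vesicles, and their 90th percentile fluorescence all below set limits, cut at about 80% in these data, passing the limit was not always enough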
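System: murine 2C transgenic CD8+ T lymphocytes; also added: QL9-loaded Drosophila micro-vesicles; times: binding 1.5 h at 37 °C; measured by: flow cytometry, PE anti-B7-1 (FL2) versus Alexa647 anti-CD8 (FL8), PFA-fixed; control set: Peptide-free naked vesicles (low) and QL9 vesicles with 0.7% DMSO vehicle (high)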
GPR35 antagonists = inhibition of zaprinast-stimulated GPR35 beta-arrestin translocation – imaging, U2OS, beta-arrestin-GFP, zaprinast agonist, primary screen (AID 2058). U2OS GPR35 beta-arrestin-GFP translocation imaging, zaprinast antagonism; higher % means a stronger effect. inhibition, % at 10 µM, or IC50 in µM where a hit was titrated. 290,000 tested, 0.052% active;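 active = inhibition of at least 50% with at least 30 cells and total cytoplasm GFP at most 10,000,000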
GPR55 activation = GPR55 agonists via beta-arrestin recruitment, primary screen, imaging, U2OS cells, beta-arrestin-GFP redistribution (AID 1961). U2OS GPR55 beta-arrestin-GFP redistribution imaging; higher % means a stronger effect. activation, % at 10 µM; hits with a dose series show EC50 in µM. 290,000 tested, 0.048% active;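 active = activation above 40% with more than 50 cells counted in the well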;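 note: U2OS osteosarcoma cells stably expressing GPR55 and beta-arrestin-GFP; plate controls were DMSO negative control for no effect and LPI positive control for full effect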
Hep lipid drop = modulators of hepatic lipid droplet formation | AML12 mouse hepatocytes, oleate lipid droplets, BODIPY imaging | inhibition, % at 6.5 µM | 240,000 tested, 0.4% active | AID 1656;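 active = lipid droplet intensity inhibited by at least 50%, with more than 500 cells counted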
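Material – AML12 mouse liver cells · Also added – oleate loading, 100 µM · Compound dosing – 6.5 µM single-point dosing · Times – overnight treatment with compound plus oleate · Measured by – fluorescence imaging, 20x objective, two fields per well · Read-out – percent inhibition of filter-corrected integrated lipid droplet intensity per well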
NTR1 ag = NTR1-driven beta-arrestin-GFP spot formation – imaging, U2OS cells, high content, primary screen (AID 493036). P30989. agonist mode. activation, % at 20 µM. 330,000 tested, 0.17% active;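 active = activation at or above 40% of the spot to cytoplasm intensity ratio, with at least 20 cells analyzed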;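 note: 0% = DMSO without peptide and 100% = 100 nM NTR1 peptide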
Target sequence (P30989 whole entry, looked up): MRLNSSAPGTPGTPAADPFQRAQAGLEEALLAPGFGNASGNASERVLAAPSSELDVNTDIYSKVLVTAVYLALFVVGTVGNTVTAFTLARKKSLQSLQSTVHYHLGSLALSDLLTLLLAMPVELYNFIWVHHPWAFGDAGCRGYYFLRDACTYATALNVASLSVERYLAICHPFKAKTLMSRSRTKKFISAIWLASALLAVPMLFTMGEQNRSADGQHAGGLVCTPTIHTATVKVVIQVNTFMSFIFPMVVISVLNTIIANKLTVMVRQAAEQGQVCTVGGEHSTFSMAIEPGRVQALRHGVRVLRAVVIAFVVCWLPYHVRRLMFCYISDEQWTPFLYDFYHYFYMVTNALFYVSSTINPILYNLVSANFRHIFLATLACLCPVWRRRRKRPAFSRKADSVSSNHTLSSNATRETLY
Hep lipid drop cells 6.5 µM = second read-out of Hep lipid drop, no call of its own (marks repeat the call); cell count; measured here: cell count, cytotoxicity flag;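 cells counted across two imaged fields per well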
T cell modulator vesicle-bound % = recorded beside T cell modulator, whose call it bears; double positive events, %; measured here: CD8+ vesicle-bound cell fraction;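 binding gate set so that unloaded-vesicle control wells show 10% double positive cells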
NTR1 ag cell count 20 µM = recorded beside NTR1 ag, whose call it bears; cell count; measured here: cell count, cytotoxicity flag
Starred values were filed as active, the others as inactive.

How did O=C(C1CCCC1)N1CCN(S(=O)(=O)c2ccc(F)c(F)c2F)CC1 do in these assays?
LYP inhibition: -8%; MgcRacGAP inhibition: 4%; GPR55 LPI antagonism: -1%; Large T inhibition: 3%; T cell modulator: inactive; GPR35 antagonists: -3%; GPR55 activation: -0.3%; Hep lipid drop: 6; NTR1 ag: 1.8; Hep lipid drop cells 6.5 µM: 821; T cell modulator vesicle-bound %: 27; NTR1 ag cell count 20 µM: 60

How did O=C(NC1CCCCCCC1)C1c2ccccc2C(=O)N1Cc1ccco1 (stereo not given) do in these assays?
LYP inhibition: -6%; MgcRacGAP inhibition: 4%; GPR55 LPI antagonism: 5%; Large T inhibition: 11%; T cell modulator: inactive; GPR35 antagonists: -4%; GPR55 activation: -0.2%; NTR1 ag: -1.7; T cell modulator vesicle-bound %: 11; NTR1 ag cell count 20 µM: 54

How did O=C1N=C(N2CCc3ccccc3C2)S/C1=C\c1cccc(O)c1 do in these assays?
LYP inhibition: -5%; MgcRacGAP inhibition: 11%; GPR55 LPI antagonism: 12%; Large T inhibition: 21%; T cell modulator: inactive; GPR35 antagonists: 20%; GPR55 activation: 0.1%; Hep lipid drop: 10; NTR1 ag: 3.7; Hep lipid drop cells 6.5 µM: 478; T cell modulator vesicle-bound %: 29; NTR1 ag cell count 20 µM: 76

Results for Cc1ccc(S(=O)(=O)NCc2ccccc2)s1 ?
LYP inhibition: -11%; MgcRacGAP inhibition: -1%; GPR55 LPI antagonism: 1%; Large T inhibition: 8%; T cell modulator: inactive; GPR35 antagonists: 1%; GPR55 activation: 0.3%; Hep lipid drop: -4; NTR1 ag: -0.6; Hep lipid drop cells 6.5 µM: 761; T cell modulator vesicle-bound %: 54; NTR1 ag cell count 20 µM: 55

What do the screens show for `CC(C)CC(=O)NC(=S)Nc1ccccc1C(F)(F)F`?
LYP inhibition: -3%; MgcRacGAP inhibition: 7%; GPR55 LPI antagonism: 4%; Large T inhibition: 19%; T cell modulator: inactive; GPR35 antagonists: -7%; GPR55 activation: 0.4%; Hep lipid drop: -23; NTR1 ag: 1.5; Hep lipid drop cells 6.5 µM: 413; T cell modulator vesicle-bound %: 23; NTR1 ag cell count 20 µM: 63

What do the screens show for `Cc1cc(NC(=O)CCC(=O)N(Cc2cccs2)C(C(=O)NC2CCCC2)c2ccncc2)no1` (stereo not given)?
LYP inhibition: -6%; MgcRacGAP inhibition: -22%; GPR55 LPI antagonism: 19%; Large T inhibition: 26%; T cell modulator: inactive; GPR35 antagonists: 8%; GPR55 activation: -0.2%; NTR1 ag: -0.1; T cell modulator vesicle-bound %: 39; NTR1 ag cell count 20 µM: 65

What do the screens show for `Cn1nc(C(F)(F)F)c(/C=N/OC(=O)c2ccc(Cl)cc2)c1Cl`?
LYP inhibition: 6%; MgcRacGAP inhibition: 4%; GPR55 LPI antagonism: -1%; Large T inhibition: 3%; T cell modulator: inactive; GPR35 antagonists: 16%; GPR55 activation: -0.1%; NTR1 ag: 1.7; T cell modulator vesicle-bound %: 34; NTR1 ag cell count 20 µM: 91

Results for O=C(COC(=O)COc1ccc(Cl)cc1Br)NCc1cccs1 ?
LYP inhibition: 1%; MgcRacGAP inhibition: 3%; GPR55 LPI antagonism: 4%; Large T inhibition: 1%; T cell modulator: inactive; GPR35 antagonists: -18%; GPR55 activation: -0.3%; Hep lipid drop: -3; NTR1 ag: 2.3; Hep lipid drop cells 6.5 µM: 688; T cell modulator vesicle-bound %: 39; NTR1 ag cell count 20 µM: 37

What do the screens show for `CCOc1ccc(C2CC(c3cccc(OC)c3OC)n3nnnc3N2)cc1Cl` (stereo not given)?
LYP inhibition: -1%; MgcRacGAP inhibition: 9%; GPR55 LPI antagonism: 12%; Large T inhibition: 23%; T cell modulator: inactive; GPR35 antagonists: 1%; GPR55 activation: -0.2%; Hep lipid drop: -4; NTR1 ag: 1.0; Hep lipid drop cells 6.5 µM: 779; T cell modulator vesicle-bound %: 26; NTR1 ag cell count 20 µM: 48

Results for CCn1c(SCC(=O)N2c3ccccc3Sc3ccccc32)nnc1-c1ccco1 ?
LYP inhibition: 4%; MgcRacGAP inhibition: 8%; GPR55 LPI antagonism: 8%; Large T inhibition: 11%; T cell modulator: inactive; GPR35 antagonists: 0%; GPR55 activation: 0.2%; Hep lipid drop: -26; NTR1 ag: 2.7; Hep lipid drop cells 6.5 µM: 738; T cell modulator vesicle-bound %: 42; NTR1 ag cell count 20 µM: 52

Results for Cc1ccc(S(=O)(=O)N2CCOCC2)cc1C(=O)NC(=S)N1CC(C)CC(C)C1 (stereo not given) ?
LYP inhibition: -3%; MgcRacGAP inhibition: 8%; GPR55 LPI antagonism: 17%; T cell modulator: inactive; GPR35 antagonists: -2%; GPR55 activation: -0.2%; Hep lipid drop: 2; NTR1 ag: -1.1; Hep lipid drop cells 6.5 µM: 729; T cell modulator vesicle-bound %: 42; NTR1 ag cell count 20 µM: 57

Results for Cc1nc(N2CCC(C)CC2)c2c(C)c(C(=O)Nc3cccc(C(F)(F)F)c3)sc2n1 ?
LYP inhibition: 7%; MgcRacGAP inhibition: 4%; GPR55 LPI antagonism: 0%; Large T inhibition: 14%; T cell modulator: inactive; GPR35 antagonists: -4%; GPR55 activation: 0.6%; Hep lipid drop: -22; NTR1 ag: -1.6; Hep lipid drop cells 6.5 µM: 692; T cell modulator vesicle-bound %: 24; NTR1 ag cell count 20 µM: 74

How did CCOC(=O)C1=C(C)Nc2ncnn2C1c1cccs1 (stereo not given) do in these assays?
LYP inhibition: -6%; MgcRacGAP inhibition: -1%; GPR55 LPI antagonism: -4%; Large T inhibition: 9%; T cell modulator: inactive; GPR35 antagonists: 19%; GPR55 activation: -0.1%; NTR1 ag: 0.7; T cell modulator vesicle-bound %: 22; NTR1 ag cell count 20 µM: 95

What do the screens show for `Cc1ccc(NC(=O)COC(=O)C2CC2)c(Br)c1`?
LYP inhibition: -12%; MgcRacGAP inhibition: 3%; GPR55 LPI antagonism: 4%; Large T inhibition: 17%; T cell modulator: inactive; GPR35 antagonists: -2%; GPR55 activation: -0.3%; Hep lipid drop: -11; NTR1 ag: -0.1; Hep lipid drop cells 6.5 µM: 686; T cell modulator vesicle-bound %: 22; NTR1 ag cell count 20 µM: 44

Results for O=C(COC(=O)c1cncc(Br)c1)NC1CCCC1 ?
LYP inhibition: -4%; MgcRacGAP inhibition: 6%; GPR55 LPI antagonism: 10%; Large T inhibition: -1%; T cell modulator: inactive; GPR35 antagonists: 6%; GPR55 activation: -1.1%; Hep lipid drop: -2; NTR1 ag: -0.9; Hep lipid drop cells 6.5 µM: 675; T cell modulator vesicle-bound %: 37; NTR1 ag cell count 20 µM: 57

What do the screens show for `CC(C)(C)c1ccc(Oc2cccc(C3CC(=O)C(C4NCCc5ccccc54)C(=O)C3n3cncn3)c2)cc1` (stereo not given)?
LYP inhibition: -3%; MgcRacGAP inhibition: -1%; GPR55 LPI antagonism: -1%; Large T inhibition: 7%; T cell modulator: inactive; GPR35 antagonists: 16%; GPR55 activation: -0.1%; NTR1 ag: -2.6; T cell modulator vesicle-bound %: 41; NTR1 ag cell count 20 µM: 87

How did CCCOc1ccc(CC(=O)NCCc2ccccc2)cc1OC do in these assays?
LYP inhibition: -10%; MgcRacGAP inhibition: 1%; GPR55 LPI antagonism: -21%; Large T inhibition: 3%; T cell modulator: inactive; GPR35 antagonists: 7%; GPR55 activation: 0.8%; Hep lipid drop: 44; NTR1 ag: 0.6; Hep lipid drop cells 6.5 µM: 782; T cell modulator vesicle-bound %: 50; NTR1 ag cell count 20 µM: 67

What do the screens show for `CCCOc1ccc(/C=C/c2[nH]c(=O)[nH]c(=O)c2[N+](=O)[O-])cc1OCC`?
LYP inhibition: -2%; MgcRacGAP inhibition: 0%; GPR55 LPI antagonism: 6%; Large T inhibition: 16%; T cell modulator: inactive; GPR35 antagonists: 12%; GPR55 activation: 0.0%; Hep lipid drop: -1; NTR1 ag: 1.3; Hep lipid drop cells 6.5 µM: 692; T cell modulator vesicle-bound %: 55; NTR1 ag cell count 20 µM: 72

Results for COC(=O)CN(c1ccc(OC)cc1OC)S(=O)(=O)c1ccccc1[N+](=O)[O-] ?
LYP inhibition: -7%; MgcRacGAP inhibition: 7%; GPR55 LPI antagonism: 5%; Large T inhibition: 24%; T cell modulator: inactive; GPR35 antagonists: 7%; GPR55 activation: -0.1%; Hep lipid drop: -17; NTR1 ag: -0.5; Hep lipid drop cells 6.5 µM: 696; T cell modulator vesicle-bound %: 42; NTR1 ag cell count 20 µM: 93

What do the screens show for `CN1C(=O)/C(=C/c2ccccc2OCc2ccc(C(=O)O)cc2)NC1=S`?
LYP inhibition: -3%; MgcRacGAP inhibition: 1%; GPR55 LPI antagonism: -10%; Large T inhibition: 17%; T cell modulator: inactive; GPR35 antagonists: 8%; GPR55 activation: -0.1%; Hep lipid drop: 8; NTR1 ag: 3.0; Hep lipid drop cells 6.5 µM: 696; T cell modulator vesicle-bound %: 34; NTR1 ag cell count 20 µM: 38

How did CC1CCN(CCCNC(=O)CCNC(=O)Cn2cnc3ccccc3c2=O)CC1 do in these assays?
LYP inhibition: -9%; MgcRacGAP inhibition: 3%; GPR55 LPI antagonism: 1%; Large T inhibition: 3%; T cell modulator: inactive; GPR35 antagonists: -4%; GPR55 activation: 0.2%; Hep lipid drop: -14; NTR1 ag: 0.1; Hep lipid drop cells 6.5 µM: 800; T cell modulator vesicle-bound %: 58; NTR1 ag cell count 20 µM: 44

Reprinted at random: 2 records from the list, in no set order.
What do the screens show for `CCOc1ccc(C2CC(c3cccc(OC)c3OC)n3nnnc3N2)cc1Cl` (stereo not given)?
LYP inhibition: -1%; MgcRacGAP inhibition: 9%; GPR55 LPI antagonism: 12%; Large T inhibition: 23%; T cell modulator: inactive; GPR35 antagonists: 1%; GPR55 activation: -0.2%; Hep lipid drop: -4; NTR1 ag: 1.0; Hep lipid drop cells 6.5 µM: 779; T cell modulator vesicle-bound %: 26; NTR1 ag cell count 20 µM: 48

Results for O=C(COC(=O)c1cncc(Br)c1)NC1CCCC1 ?
LYP inhibition: -4%; MgcRacGAP inhibition: 6%; GPR55 LPI antagonism: 10%; Large T inhibition: -1%; T cell modulator: inactive; GPR35 antagonists: 6%; GPR55 activation: -1.1%; Hep lipid drop: -2; NTR1 ag: -0.9; Hep lipid drop cells 6.5 µM: 675; T cell modulator vesicle-bound %: 37; NTR1 ag cell count 20 µM: 57
